Source: PubChem (National Center for Advancing Translational Sciences (NCATS))
CBFb-RUNX1 inh: CBF-beta/RUNX1 interaction disruption; Q01196+Q13951; 230,000 tested, under 10 active; AlphaScreen CBFb-His/RUNX1-biotin binding, biochemical; Potency, µM (titrated, usually from 59.8 µM), without a hit: at the top dose activity, negative = inhibition, actives largely listed as inhibitors; also: % of control where 0% means no effect
Target sequence (Q01196 whole entry, looked up): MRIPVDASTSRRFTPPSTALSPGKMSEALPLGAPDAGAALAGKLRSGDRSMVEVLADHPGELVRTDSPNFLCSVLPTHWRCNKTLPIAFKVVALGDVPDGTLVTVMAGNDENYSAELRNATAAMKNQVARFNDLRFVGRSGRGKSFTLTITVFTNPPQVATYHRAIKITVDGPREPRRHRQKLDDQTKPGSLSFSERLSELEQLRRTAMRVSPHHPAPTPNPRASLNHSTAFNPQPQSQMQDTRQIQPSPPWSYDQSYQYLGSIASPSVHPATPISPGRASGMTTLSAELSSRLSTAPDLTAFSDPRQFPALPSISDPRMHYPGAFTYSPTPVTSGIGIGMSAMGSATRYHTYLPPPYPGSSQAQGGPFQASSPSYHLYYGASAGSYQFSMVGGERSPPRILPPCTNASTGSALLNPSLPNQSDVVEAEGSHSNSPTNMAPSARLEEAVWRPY
Target sequence (Q13951 whole entry, looked up): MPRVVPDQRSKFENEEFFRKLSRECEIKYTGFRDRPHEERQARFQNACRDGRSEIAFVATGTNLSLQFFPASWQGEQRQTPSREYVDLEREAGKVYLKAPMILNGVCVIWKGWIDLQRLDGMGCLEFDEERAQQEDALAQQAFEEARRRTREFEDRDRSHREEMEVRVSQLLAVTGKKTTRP
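Room-temperature protein-protein interaction test with 30 nM each of His-tagged CBF-beta and biotinylated RUNX1, 15 min with compound, then 90 min with nickel plus streptavidin beads. Signal read in AlphaScreen mode.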
Luc counter: counter-screen: inhibitors of Kinase-Glo firefly luciferase. Q27757. Kinase-Glo luciferase, ATP luminescence, 8 min. Potency, µM (highest dose often 38.3 µM), for inactives: at the highest dose activity change, negative = inhibition, hits mostly inhibitors. 0.28% of 200,000 active; also: potency is read from the fitted curve at half-maximal effect; % is scaled to controls: 0 for no effect and ±100 for the full control effect; nearly all actives have a fitted effect of over 60% in size
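Substrate mix (final 50 mM imidazole pH 7.2, 50 mM KCl, 7 mM MgCl2, 10 uM ATP, 0.01% Tween 20, 0.05% BSA) plus pin-tool compound, then Kinase-Glo detection mix; 8 min ambient, luminescence read.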
aGal spleen mod: inhibits or activates alpha-galactosidase in human spleen homogenate; P06280; human spleen homogenate, 4MU-alpha-Gal fluorescence, 40 min; Potency, µM (series often up to 80 µM), for inactives: at the highest dose activity change, negative = inhibition, hits mostly inhibitors; 0.008% of 240,000 active;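 also: potency is read from the fitted curve at half-maximal effect; 0% = enzyme with vehicle and -100% = no enzyme basal signal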
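Inhibition or activation of alpha-galactosidase in human spleen homogenate is scored by 4-MU fluorescence after 40 min at 37C, pH 5.0, with 1 mM substrate. AC50s come from concentration-response fitted to the Hill equation.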
NPSR antag: blocks cAMP signaling of the human neuropeptide S receptor | Q6W5P4 | CHO-NPSR cells, cAMP TR-FRET, antagonist mode | Potency, µM (top dose mostly 38.3 µM), inactives show at the top dose activity change, negative = inhibition, usual class: inhibitors | 1% of 220,000 active; also: potency is read from the fitted curve at half-maximal effect; % is scaled to controls: 0 for no effect and ±100 for the full control effect; nearly all actives have a fitted effect of over 50% in size; many of its hits are not listed in these tables
Target sequence (Q6W5P4 whole entry, looked up): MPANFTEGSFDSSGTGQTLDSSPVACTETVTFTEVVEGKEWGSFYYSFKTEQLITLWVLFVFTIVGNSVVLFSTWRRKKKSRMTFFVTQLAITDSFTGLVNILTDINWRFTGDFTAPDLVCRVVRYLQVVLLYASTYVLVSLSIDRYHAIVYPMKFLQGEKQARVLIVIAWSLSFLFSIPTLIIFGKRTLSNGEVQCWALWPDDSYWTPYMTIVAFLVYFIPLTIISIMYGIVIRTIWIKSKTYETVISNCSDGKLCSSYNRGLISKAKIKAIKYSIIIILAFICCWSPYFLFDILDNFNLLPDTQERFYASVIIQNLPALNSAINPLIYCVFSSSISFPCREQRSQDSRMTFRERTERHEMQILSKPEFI
LMNA splice mod: LMNA splicing modulation | HeLa LMNA splicing GFP/RFP minigene ratio, 48 h | Potency, µM (doses to about 46.1 µM), inactives show top-dose ratio change, negative = inhibition, actives largely listed as inhibitors | 0.01% of 200,000 active; active = well fitted inhibition curve with a large enough effect in the signal ratio, with a control signal flat, not every such curve was filed as active; inconclusive = small, poorly fitted or top-dose-only effect, or effect the other way, or a change in a side signal; the % refers to the signal ratio; also: potency is read from the fitted curve at half-maximal effect; % is scaled to controls: 0 for no effect and ±100 for the full control effect
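Read-out is the ratio of GFP to DsRed2 object intensity, acquired by 488 nm laser-scanning cytometry on HeLa lamin A-EGFP minigene reporter cells. Compound incubation 48 hrs at 37 °C in Opti-MEM with 2% FBS; DMSO 0.5% final.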
Epigenetic reg: epigenetic control regulation, reporter derepression | murine LDR cells, GFP reporter derepression, 30 h | Potency, µM (top dose mostly 53.9 µM), for inactives: at the top dose GFP activation, usual class: activators | 0.2% of 280,000 active; also: potency is read from the fitted curve at half-maximal effect; % of control where 0% means no effect; nearly all actives have a fitted effect of over 60% in size
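Reporter derepression read as number of fluorescent GFP-positive objects, 20-120 um in size, counted by laser-scanning cytometer. Mouse LDR line with an epigenetically silenced CMV-GFP locus; compound incubation 30 h, 37 C.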
IMPase Li inh: membrane-permeable IMPase blocker, potentiated with lithium; CHO-M1 cells, IP1 TR-FRET (IP-One), carbachol + lithium; Potency, µM (highest dose often 59.4 µM), inactives show top-dose activity, negative = IMPase inhibition, usual class: inhibitors; 0.35% of 210,000 active; AID 1457;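 also: IP1 builds up when IMPase is blocked and the TR-FRET signal falls; potency is read from the fitted curve at half-maximal effect; plate controls were basal vehicle for no effect and high inhibitor control for full effect; nearly all actives have a fitted effect of over 50% in size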
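Concentration–response in CHO-M1 cells, lithium-potentiated; 30 min at 37C. IP1 detected by competitive TR-FRET after 10 min lysis at RT. Hill-fitted AC50.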
Starred values were filed as active, the others as inactive; ? = inconclusive; nt = no result given; & = joins results of further samples; [ ] = dose if it differs, or a comment. Unless noted, calls follow the shape of the dose curve; as a rule, active = well fitted curve in the direction sought with a large enough effect; inconclusive = small, poorly fitted or top-dose-only effect, or another doubt; inactive = no such curve, though single readings can be large; an effect the other way counts as inactive or inconclusive. An excerpt; the hit share may differ from the screen's.

SMILES | CBFb-RUNX1 inh | Luc counter | aGal spleen mod | NPSR antag | LMNA splice mod | Epigenetic reg | IMPase Li inh
Cc1ccc(C)c(C(C)NC(=O)C2C3CCC(O3)C2C(=O)O)c1 (configuration not stated) | 6% | -11% | 8% | 1%[46.1 µM] | ? | 0.0% | -9%[38.3 µM]
C/C(CC(=O)Nc1ccc(N(C)C)cc1)=N\NC(=O)c1ccc([N+](=O)[O-])cc1Cl | 0% | 0% | -9% | -29% | nt | 6.3% | 9%
Cc1cccc(NC(=O)CCC(=O)Nc2nnc(C(F)(F)F)s2)c1 | 11% | nt | 1% | 6% | nt | 0.0% | nt
C=CCc1cccc2cc(C(=O)NCCOC)c(=O)oc12 | 2% | 3% | -10% | -1% | -6%[46 µM] | -5.4% | 9%
COc1cccc([C@@H]2Oc3ccc(Br)cc3C[C@H]2OC(=O)Nc2ccc(OC(F)F)cc2)c1 | -2% | -1% | -25% | nt | nt | -1.6% | 11%
CN(C)/C=C(/C(=O)c1ccc(Cl)cc1Cl)S(=O)(=O)c1ccccc1 | -7% | -3% | ? | -5%[46.1 µM] | 18% | -1.2% | 0%[38.3 µM]
Cc1sc2ncnc(N(C)Cc3ccco3)c2c1C | 3% | 13% | 3% | -24%[46.1 µM] | -15% | 1.0% | 30%[38.3 µM]
Clc1ccccc1Cn1nnc2c(NCC3CC3)ncnc21 | 4% | 2% | 2% | 0%[46.1 µM] | ? | -1.4% | 6%[38.3 µM]
CCOc1ccc(S(=O)(=O)N/N=C2/CCCC(=O)C2)cc1 | -6% | -1% | 12% | 10% | -7% | -1.8% | 2%
Cn1c(C(=O)N2COCC2(C)C)cc2c(=O)n3ccccc3nc21 | 2% | -3% | ? | 6%[46.1 µM] | 3% | 4.7% | ?
CCS(=O)(=O)N1CCCC(C(=O)NCCCOC(C)C)C1 (configuration not stated) | 3% | 7% | 1% | 3%[46.1 µM] | 9%[0.0737 µM] | -0.9% | -7%[38.3 µM]
CCCC12CN3CC(CCC)(CN(C1)C3C(O)C(O)C(O)CO)C2=O (configuration not stated) | 3% | -4% | 8% | -2%[46.1 µM] | 9% | -1.4% | -15%[38.3 µM]
CCC/C(=N\NC(=O)c1ccc(OC)c(OC)c1)c1ccccc1 | -10% | -1% | 3% | 17% | ? | -0.4% | -3%
Cc1cc(N2CCN(C)CC2)nc(N2CCOCC2)n1 | 0% | 4% | 6% | ? | -9% | -2.2% | 6%
COC(=O)N1C/C=C\C(c2ccc(OC)cc2)N(Cc2ccc(F)cc2)C(=O)C1 (configuration not stated) | 10%&5% | nt | -4%&-1% | 18% | nt | 2.4% | nt

Record cards, as listed above. Order of values: CBFb-RUNX1 inh, Luc counter, aGal spleen mod, NPSR antag, LMNA splice mod, Epigenetic reg, IMPase Li inh
Shown for Cc1cc(N2CCN(C)CC2)nc(N2CCOCC2)n1 = 0%, 4%, 6%, ?, -9%, -2.2%, 6%
Shown for CCS(=O)(=O)N1CCCC(C(=O)NCCCOC(C)C)C1 (configuration not stated) = 3%, 7%, 1%, 3%[46.1 µM], 9%[0.0737 µM], -0.9%, -7%[38.3 µM]

Other entries.
SMILES | CBFb-RUNX1 inh | Luc counter | aGal spleen mod | NPSR antag | LMNA splice mod | Epigenetic reg | IMPase Li inh
CCOc1ccc(CN(C)CC(=O)NCc2ccccc2Cl)cc1 | 1% | 2% | 7% | -26% | ? | -5.1% | 26%
Cc1cc(=O)oc2cc(OCC(=O)NCc3cccnc3)ccc12 | 11% | -2% | -3% | -2%[46.1 µM] | 9% | 0.0% | 0%[38.3 µM]
Cc1cc(OC(C)C)nc(NCc2ccccc2)n1 | 4% | -6% | 14% | -12%[46.1 µM] | 19% | -1.4% | 5%[38.3 µM]
COC(=O)C1=C(C)N(Cc2ccco2)C(=O)C1 | -5% | 0% | 3% | -4%[46.1 µM] | 8% | -4.2% | 36%[38.3 µM]
COc1cc(/C=C/C(=O)OCC(=O)Nc2ccc(C)c(S(=O)(=O)N3CCCCC3)c2)ccc1O | 1% | -3% | -6% | -8% | -7% | 1.1% | 19%
O=C(/C=C/c1cccc2ccccc12)N1CCOCC1 | -8% | nt | 10% | -2% | nt | 1.6% | nt
Cc1nc2cc(NC(=O)Nc3ccc(Br)cc3)ccc2o1 | 5% | -1% | 0% | 9% | nt | 9.8% | 8%
Cc1cccc(-n2c(Cc3ccccc3)nnc2SCc2ccc([N+](=O)[O-])cc2)c1 | -8% | 6% | 1% | -12%[46.1 µM] | 2% | 1.0% | 7%
CC(NC(=O)CSc1ccccc1C(=O)O)C1CC2CCC1C2 (configuration not stated) | 27% | 6% | 6% | 9% | -1%[46 µM] | 0.9% | 2%
C/C=C(/C)C(=O)Nc1cccc(C2=NOC3(C2)C[C@H](C(N)=O)N(C(=O)c2ccc(Cl)cc2)C3)c1 (some centres not stated) | 11% | nt | 21% | 8% | nt | 3.0% | nt
COc1ccc(S(=O)(=O)N2CCC(NC(=O)C(Cc3cccc(OC)c3OC)NC(C)=O)CC2)cc1 (configuration not stated) | -2% | -2% | -6% | -5% | 10%[46 µM] | -1.1% | -6%
CNC(=O)OCCSCCS(=O)(=O)c1ccc(Cl)cc1 | 3% | nt | 3% | -5%[7.67 µM] | nt | -1.4% | nt
CC(=O)N(Cc1cccnc1)Cc1cc2ccccc2[nH]c1=O | -4% | -5% | -6% | 1%[46.1 µM] | 8% | -0.7% | -1%[38.3 µM]
CCC1(CC)NC(=S)N(Nc2ccccc2)C1=O | -1% | -6% | 4% | -6%[46.1 µM] | 6% | 2.9% | 0%[38.3 µM]
C=CCN1C(=O)C(CC(=O)Nc2ccc(C)cc2)SC1=Nc1c(C)n(C)n(-c2ccccc2)c1=O (configuration not stated) | -1% | -1% | 1% | -18%[46.1 µM] | -4% | -0.1% | 33%[activator][38.3 µM]
CS(=O)(=O)N(CC(=O)NCCSC1CCCCC1)c1ccccc1 | 0% | -1% | 2% | 1% | ? | -1.9%[10.1 µM] | 0%
O=C(Nc1ccccc1C(=O)NCCCn1ccnc1)c1ccc(Cl)cc1Cl | 4% | 2% | -7% | 5%[46.1 µM] | -8% | 0.9% | 8%
Cn1cc(CN2CCc3ccccc3C2)c2ccccc21 | 4% | -2% | 2% | -12%[46.1 µM] | -18% | 1.1% | 22%[38.3 µM]
CC(C)OC(=O)/C(=C/c1ccc(Br)cc1)NC(=O)c1ccco1 | 4% | 13% | -2% | -3% | ? | -1.3% | 5%
Cn1c(=O)c2c(ncn2CCC(=O)N/N=C/c2ccccc2)n(C)c1=O | 8% | nt | -1% | -8%[7.67 µM] | nt | -1.4% | nt
COC(=O)C1CCCN1C(=O)COc1ccc(Cl)cc1Br (configuration not stated) | -1% | 1% | 7% | 6% | 0% | 3.1% | -3%
COC(=O)NCC1(C)CC(NC(=O)OC)CC(C)(C)C1 (configuration not stated) | 13% | 3% | 3% | -10%[46.1 µM] | -16% | -1.1% | 33%[38.3 µM]
O=C(CSc1nnc(-c2ccc(Cl)cc2)n1Cc1ccco1)c1cccs1 | -4% | -1% | -6% | -9%[46.1 µM] | 1% | -0.9% | 6%
CN(Cc1ccco1)c1ccnc(-c2cccc(C#N)c2)n1 | nt | nt | 8% | nt | 26% | nt | 18%
Cc1nc(C#N)c(N/N=C/c2c(F)cccc2Cl)o1 | 1%[2.36 µM] | -1% | -8% | -12% | 5% | 0.9% | -1%
Cc1ccc(N2/C(=N/c3nc(C)cc(C)n3)NC(=O)CC2C(=O)O)cc1 (configuration not stated) | 2% | 18% | 2% | -8%[46.1 µM] | 2% | -2.6% | 22%[38.3 µM]
O=C(NC1(C(F)(F)F)C(=O)Nc2c1c(=O)[nH]c(=O)n2Cc1ccco1)C1CCCCC1 (configuration not stated) | -1% | 1% | -1% | -4%[46.1 µM] | 1% | 1.5% | -5%[38.3 µM]
Cc1cccc(CCNC(=O)COc2cc(=O)n(C)c3ccccc23)c1 | 6% | 0% | -8% | 8% | -27%[46 µM] | 0.6% | -2%
COc1cccc(CN2C(=O)CN(C3CCCCC3)C(=O)C2c2ccc(F)cc2)c1 (configuration not stated) | 1% | nt | 6% | -14%[46.1 µM] | -2% | 1.0% | nt
CCC(C)n1c(SCC(=O)NCCc2ccc(S(N)(=O)=O)cc2)nc2ccsc2c1=O (configuration not stated) | 3% | -3% | -3% | 4% | 7% | 1.0% | -10%
CCCCC1(CC(=O)OC)C(=O)N(c2ccccc2)N(c2ccccc2)C1=O | 2% | 0% | -4% | 2% | 12% | 1.1% | 15%
CCn1cc(C2=NOC(C(=O)Nc3cccc(C(C)=O)c3)C2)c(C)n1 (configuration not stated) | -1% | -9% | 3% | 3%[46.1 µM] | ? | -2.1% | 6%[38.3 µM]
Cc1cc(NCCOCCO)n2ncc(-c3ccc(Cl)cc3)c2n1 | 15% | -2% | 10% | -7%[46.1 µM] | 3% | 0.0% | -12%[38.3 µM]
COc1ccc2c(=O)c(N3C(=O)c4ccccc4C3=O)coc2c1 | 0% | 12% | -5% | -15%[46.1 µM] | 1% | -0.8% | 3%[38.3 µM]
Cc1cccc(CCNC(=O)c2nnc(Cc3ccc(Cl)cc3)o2)c1 | 7%[2.36 µM] | 0% | -5% | 8% | -9% | -0.6% | 5%
O=C1CN(C(=O)c2cc(Br)c(Br)s2)c2ccccc2N1 | -2% | -2% | 10% | 8%[46.1 µM] | ? | 5.7% | 15%[38.3 µM]
CCc1nnc(NC(=O)/C=C/c2ccco2)s1 | 0% | 3% | -5% | -3% | -13% | 0.0% | -3%
COc1ccccc1OCc1csc(N)n1 | ? | -2% | -10% | 21% | -19%[46 µM] | 5.2% | -10%
Cc1nn2c(NCCOCCO)c3c(nc2c1-c1ccccc1)CCC3 | -1% | nt | -1% | 28% | nt | 0.0% | nt
Cc1cc(C)c(S(=O)(=O)NCC2CCC(C(=O)NCCCN3CCOCC3)CC2)c(C)c1 (configuration not stated) | 4% | 13% | -2% | -9%[46.1 µM] | 2% | -1.4% | 6%[38.3 µM]
C=CCOC(=O)C1=C[C@@H](c2ccc(Br)cc2)C[C@@H](OCc2ccc(CO)cc2)O1 | 8% | nt | 7% | 41% | nt | 1.0% | -2%

Copied from the list:
CC(C)OC(=O)/C(=C/c1ccc(Br)cc1)NC(=O)c1ccco1 | Luc counter = 13%
COc1ccccc1OCc1csc(N)n1 | LMNA splice mod = -19%[46 µM]
Cc1nn2c(NCCOCCO)c3c(nc2c1-c1ccccc1)CCC3 | CBFb-RUNX1 inh = -1%
O=C(Nc1ccccc1C(=O)NCCCn1ccnc1)c1ccc(Cl)cc1Cl | NPSR antag = 5%[46.1 µM]
